TCR CD3 inh = human TCR-CD3 binding inhibition; TAMRA-labeled TCR probe fluorescence, biochemical; 0.37% of 360,000 active; AID 651800; inhibition, % at 9.4 µM; in the data active = inhibition above about 19%;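 note: recombinant mutant TCR 2C K166C tagged with TAMRA read by polarization; 0% = receptor in buffer alone and 100% = receptor with positive control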
mABHD4 FP = inhibits mouse alpha/beta hydrolase domain 4 | purified mABHD4, FP-Rh probe fluorescence polarization | inhibition, % at 8.92 µM | AID 720543 | Q8VD66 | 0.54% of 370,000 active;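 active = inhibition exceeding the mean over every tested compound plus 3 SD, cut at about 30% in these data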;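 note: 0% = plate median of compound wells and 100% = S159A mutant with DMSO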
Target sequence (Q8VD66 whole entry, looked up, the tested form may be a part): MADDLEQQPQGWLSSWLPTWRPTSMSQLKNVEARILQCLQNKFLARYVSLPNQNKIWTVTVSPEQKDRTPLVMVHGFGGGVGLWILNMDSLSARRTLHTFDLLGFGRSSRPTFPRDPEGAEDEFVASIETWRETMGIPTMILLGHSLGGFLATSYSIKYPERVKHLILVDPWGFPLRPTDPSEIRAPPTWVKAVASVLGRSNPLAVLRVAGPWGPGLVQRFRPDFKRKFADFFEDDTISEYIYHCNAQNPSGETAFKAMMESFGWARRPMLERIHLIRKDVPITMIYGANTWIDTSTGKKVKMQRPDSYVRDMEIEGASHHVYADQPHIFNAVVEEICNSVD
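assay system = mABHD4 protein | compound dosing = single nominal dose of 8.92 µM, 0.89% DMSO final | read-out basis = percent inhibition of probe binding, normalized to plate controls | schedule = Enzyme–compound pre-incubation 45 min, then probe 60 min, both 25 °C | detection = fluorescence polarization, excitation 525 nm, emission 598 nm, BODIPY TMR filters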
Tn7 DDE FP = inhibitors of Tn7 peptide binding to human fibrin DD(E). FP displacement of FITC-Tn7 peptide from fibrin DD(E); 0% = median of compound wells per plate. inhibition, % at 8.3 µM. 0.13% of 370,000 active;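 active = inhibition above the mean of compounds falling within the control limits plus 3 SD of them, cut at about 14% in these data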;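 note: 0% = plate median of compound wells and 100% = 10 µM Aha-Tn7 peptide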
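Assay system: Human clot-derived fibrin DD(E) complex | Buffer or medium: Tris/NaCl/CaCl2 buffer, pH 7.8 | Repeats: One replicate per compound | Benchmarks: Aha-Tn7 high control | Measure: % inhibition scaled between sample-field median and high-control FP | Schedule: 10 min plus 3 h, room temperature | Signal: Fluorescence polarization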
LEDGF integ inh = blocks HIV-1 LEDGF/p75-dependent DNA integration | TR-FRET IN-LEDGF/p75 DNA integration, Eu/Cy5 | AID 743269 | 0.64% of 370,000 active | inhibition, % at 3.7 µM;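 active = inhibition above the screen-wide mean plus 3 SD, cut at about 13% in these data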;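 note: signal is the Cy5 over europium emission ratio at 671 and 618 nm; 0% = plate median of compound wells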
UHRF1 binding = human UHRF1 methylated DNA binding inhibitors. UHRF1 binding to methylated oligo, TR-FRET. inhibition, % at 4.4 µM. 0.75% of 370,000 active; in the data active = inhibition above about 21%;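 note: UHRF1 SRA domain binding a hemimethylated CpG hairpin DNA probe; 0% = median of test compound wells and 100% = reference inhibitor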
TDP2 inh = TDP2 (human) inhibition, absorbance primary screen | O95551 | recombinant TDP2, T5PNP hydrolysis, p-nitrophenol absorbance 415 nm | inhibition, % at 12.8 µM | 0.34% of 370,000 active | AID 720702;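 active = inhibition above the mean of all tested compounds plus 3 SD, set per campaign, cut at about 25% in these data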;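 note: 0% = DMSO with enzyme and 100% = buffer with substrate but no TDP2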
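Read-out basis: percent inhibition. System: recombinant human TDP2. Buffer or medium: Mg2+-containing Tris-HCl buffer, pH 7.5. Repeats: single replicate. Timing: reaction 2 h, 37 °C. Benchmarks: high control without enzyme, low control DMSO plus TDP2. Probe or stimulus: 5 mM T5PNP. Doses: 12.8 µM only. Measured by: epi absorbance of p-nitrophenol freed from T5PNP by hydrolysis.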
SIAE inh = human SIAE inhibition, primary screen | Q9HAT2 | AID 1053197 | 0.69% of 370,000 active | SIAE FP-Rh probe binding, fluorescence polarization | inhibition, % at 9.66 µM;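 active = inhibition above a cutoff: mean of compounds within the control limits plus 3 SD of those, cut at about 17% in these data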;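 note: 0% = plate median of compound wells and 100% = probe without SIAE protein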
PRMT1 inh = PRMT1 (human) inhibition, primary screen; recombinant PRMT1, activity-based probe fluorescence polarization; inhibition, % at 2.79 µM; 1.3% of 370,000 active;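 active = inhibition above about 21% made by adding two undisclosed values, limit read from the data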
HTRA1 inh = blocks human HTRA1 serine peptidase; recombinant HTRA1, FP-rhodamine activity-based probe, fluorescence polarization; Q92743; 0.5% of 340,000 active; inhibition, % at 5.96 µM; in the data active = inhibition above about 36%;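 note: 0% = enzyme with DMSO and 100% = wells lacking enzyme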
Target sequence (Q92743 whole entry, looked up): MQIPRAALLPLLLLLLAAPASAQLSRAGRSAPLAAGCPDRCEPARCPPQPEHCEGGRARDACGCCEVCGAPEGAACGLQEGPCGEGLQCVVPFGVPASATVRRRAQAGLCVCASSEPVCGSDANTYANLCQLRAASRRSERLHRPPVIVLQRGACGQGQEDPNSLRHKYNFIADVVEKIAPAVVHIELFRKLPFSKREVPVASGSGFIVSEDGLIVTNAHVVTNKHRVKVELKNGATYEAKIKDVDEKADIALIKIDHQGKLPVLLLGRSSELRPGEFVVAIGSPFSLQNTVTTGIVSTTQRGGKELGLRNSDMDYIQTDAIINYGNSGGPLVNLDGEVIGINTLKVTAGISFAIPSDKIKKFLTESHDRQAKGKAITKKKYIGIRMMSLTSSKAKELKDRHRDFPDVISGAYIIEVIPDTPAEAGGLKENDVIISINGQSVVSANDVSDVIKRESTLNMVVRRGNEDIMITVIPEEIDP
PG9 Ab binder = binds the HIV-1 gp120 antibody PG9; inhibition, % at 6.7 µM; TR-FRET gp120-PG9 antibody binding; 0.43% of 360,000 active; in the data active = inhibition above about 8.5%
An asterisk follows results filed as active; / = not tested or not shown. An unsorted share of the library. Share with any hit: about 4.2%.

SMILES	TCR CD3 inh	mABHD4 FP	Tn7 DDE FP	LEDGF integ inh	UHRF1 binding	TDP2 inh	SIAE inh	PRMT1 inh	HTRA1 inh	PG9 Ab binder
O=C(CC(=O)c1ccccc1)c1ccccc1	-3	-1	1	-2	0	4	-6	2	1	0.3
CCOc1ccc(N(CC(=O)NC2CCCC(C)C2C)S(=O)(=O)c2c(C)noc2C)cc1 (stereo not given)	-3	0	1	-3	1	2	-2	4	-9	-1.3
CC(C)CNC(=O)COC(=O)c1cc(Cl)cc(Cl)c1N	6	-3	-2	-1	1	0	3	0	-10	0.4
O=C(NC1CCN(C(=O)Nc2cccc(Cl)c2)CC1)c1ccco1	5	-1	0	2	-1	4	3	1	0	-0.6
COc1ccc(C(=O)Nc2oc(-c3ccccc3)c(-c3ccccc3)c2C#N)cc1	-1	-49	-2	3	-1	-1	-39	0	-60	1.1
COc1ccc(-c2cc(C(=O)NCc3cccs3)no2)cc1	-14	0	4	-1	-1	5	5	6	8	1.1
CC1=C/C(=C(/c2ccc(O)c(C)c2)c2ccccc2S(=O)(=O)O)C=CC1=O	-8	0	5	0	-5	1	-5	0	-33	-6.2
CN(C(=O)c1cccc(NC(=O)Cc2ccc(NC(=O)C3CCCN(C(=O)CCc4ccccc4)C3)cc2)c1)C1CC1 (stereo not given)	5	-3	-5	0	0	6	0	-4	-7	-3.2
Cc1cc(C)n2c(NC3CCCC3)c(-c3ccc(F)cc3)nc2n1	-3	3	2	-3	0	1	1	2	/	1.1
O=c1c(CN2CCN(c3cccc(Cl)c3)CC2)coc2c(Cl)cc(Cl)cc12	-2	8	2	-1	5	4	10	-1	1	1.1
COCCNc1cc(C)nc2ccccc12	-4	-1	2	-5	1	0	0	4	8	-1.5
CC(=O)Nc1ccc(SCC(=O)c2cc(C)n(-c3ccccc3)c2C)cc1	0	6	1	0	11	-3	10	4	-3	-1.4
Cc1ccc2nc(C(C)(C)C)c(Cc3ccccc3C(F)(F)F)n2c1	-9	-11	6	0	21*	-4	-3	8	/	0.4
COc1cc(CNCc2ccccn2)ccc1OCc1c(Cl)cccc1Cl	-3	2	2	2	-3	12	1	2	30	0.5
COC(=O)C1=C(C(=O)c2ccc(C)cc2)C(c2ccc(O)c(OC)c2)n2nnnc2N1 (stereo not given)	0	5	1	2	3	-5	8	4	5	1.1
CC1(C(=O)NS(=O)(=O)c2ccccc2OC(F)(F)F)CCN1C(=O)c1ccccc1 (stereo not given)	-8	1	1	-9	1	-1	-2	3	/	-0.8
COc1ccc(CN(C)C(=O)c2cnc(OC)cc2C(F)(F)F)c(OC)c1	2	5	-2	0	-1	13	-2	0	6	-2.2
Cc1cc(Br)ccc1NC(=O)CN(C)C(=O)C1=COCCO1	1	3	-11	1	3	6	12	-4	5	-2.7
Cc1ccc(CNC(=O)c2sc3nc4c(c(C(F)(F)F)c3c2N)CCC4)cc1	-4	2	-4	2	-1	4	-5	3	-4	2.5
Cc1ccc(C(=O)NCCc2csc(-c3cccnc3)n2)cc1	-2	0	1	-2	-2	2	5	-2	3	-2.3
CCCN(CC(=O)Nc1ccc(C(N)=O)cc1)CC(=O)Nc1ccc(F)c(F)c1F	0	-5	0	1	-7	-2	3	-1	3	2.2
C=CCSc1nnc(-c2ccc([N+](=O)[O-])cc2)o1	-7	1	-5	0	-2	1	4	0	4	-2.8
COc1ccc(C(=O)Nc2ccccc2C(=O)NC(C(=O)NCc2ccco2)C(C)C)cc1 (stereo not given)	-1	4	-2	-1	10	0	-6	-1	-2	1.0
OCCOc1ccc(CN2CCCC(N3CCN(c4ccc(F)cc4)CC3)C2)cc1 (stereo not given)	8	-3	-16	3	1	-7	3	1	5	-0.7
CCOC(=O)c1[nH]c2ccc(OC)cc2c1NS(=O)(=O)c1ccc(Cl)s1	1	-19	-1	2	0	-5	11	1	-7	-2.1
SMILES	TCR CD3 inh	mABHD4 FP	Tn7 DDE FP	LEDGF integ inh	UHRF1 binding	TDP2 inh	SIAE inh	PRMT1 inh	HTRA1 inh	PG9 Ab binder
O=C(NCc1ccccn1)Nc1ccc(F)cc1F	-4	-9	7	5	1	-16	-1	-8	3	0.6
C/C(CC(=O)Nc1ccc2c(c1)OCO2)=N\NC(=O)c1ccc(N)cc1	-2	4	5	-1	4	9	-3	4	/	-0.4
COc1ccc(CCNC(=O)c2cc(-c3ccncc3)nc3c(Cl)cccc23)cc1OC	-2	-3	-2	2	-5	5	-6	-4	-3	-0.7
Cc1cc(-c2nnc3n2N=C(C(C)(C)C)CS3)n[nH]1	1	-4	0	-1	-4	-9	-6	-3	11	-1.6
CC(C)CNc1cccc2c1S(=O)(=O)N[C@H](C)CO2	1	-4	2	3	7	1	-4	0	/	-0.7
COc1cc(/C=C2/CC(C)OC2=O)c([N+](=O)[O-])cc1OC (stereo not given)	-3	-2	-2	-3	-4	-1	14	-1	-3	0.6
COc1ccc(-c2nc(CCNC(=O)c3cccs3)cs2)cc1	1	-43	3	-1	-1	8	-7	0	-13	1.3
CCc1c(C)nc(SCC(=O)Nc2cccc(Br)c2)[nH]c1=O	-1	9	5	-2	1	12	-4	1	2	-0.7
COc1ccc(CNC(=O)CCc2nnc3ccc(NCCCN4CCCC4=O)nn23)cc1	4	-1	9	-1	0	15	4	-5	1	-1.1
COCCNCC(=O)Nc1ccc(OC(F)(F)F)cc1	3	7	4	6	3	-11	-4	-4	5	-0.9
COC(=O)c1ccc(NC(=O)C(=O)N2CCN(C(=S)Nc3ccc(C)cc3)CC2)cc1	0	0	1	0	2	-7	1	-2	4	-0.8
CCCc1cc(=O)oc2cc(OCC(=O)NCC3CCC(C(=O)O)CC3)ccc12 (stereo not given)	-7	25	0	33*	-2	0	8	0	-3	1.5
CN1CCN(S(=O)(=O)c2ccc(Sc3nnnn3-c3ccccc3)c([N+](=O)[O-])c2)CC1	6	-1	-8	2	-3	5	-3	2	0	-1.8
COc1ccc(NC(=O)C2CCCN(S(=O)(=O)c3cccnc3)C2)cc1OC (stereo not given)	-6	-6	-2	0	0	-12	-5	-7	2	-3.1
COc1ccc(C2(c3ccc(OC)cc3)NC(=O)N(CC(=O)N(C)c3ccccc3)C2=O)cc1	11	-3	6	0	1	6	-1	-2	-12	-0.6
CN1CCC(N(C)C(=O)c2cc(=O)c3ccccc3o2)CC1	-9	4	0	1	5	7	7	-4	-4	-1.1
COc1ccc(NS(=O)(=O)c2cccc(C(=O)N3CCCCCCC3)c2)cc1	-1	11	-1	-2	0	-4	10	1	1	1.7
Cc1csc(=NC(=O)c2ccccc2)n1CCO	-4	-8	7	-1	-1	-1	2	3	13	0.2
CC(=O)c1cnc2cc(-c3ccc(Cl)cc3)nn2c1C	3	0	7	-1	-2	1	3	-3	3	0.5
O=C(Nc1cc(Cl)ccc1O)C1CC(c2ccccc2Cl)=NO1 (stereo not given)	-10	-17	-5	1	-1	5	-12	1	-27	1.5
O=C(Nc1cccc(C(=O)N2CCCC2)c1)c1ccccc1	1	-8	0	0	3	-10	-6	5	-11	3.6
CCCCc1c(O)nc(SCC(=O)NCC2CCCO2)[nH]c1=O (stereo not given)	-1	-4	-8	-2	-2	-4	2	0	-1	-1.6
Cc1ccccc1Cn1c([N+](=O)[O-])cnc1C	9	-4	-4	-2	-1	-3	7	-2	1	0.1
CCC1(c2ccccc2)NC(=O)N(CC(=O)NNC(=O)CCN2CCN(c3ccccc3)CC2)C1=O (stereo not given)	-5	-2	-1	1	2	-3	2	-2	3	0.4
Nc1cc(N2CCCCC2)c(Cl)cc1[N+](=O)[O-]	14	-2	5	1	-2	-1	6	-1	-7	-0.6
SMILES	TCR CD3 inh	mABHD4 FP	Tn7 DDE FP	LEDGF integ inh	UHRF1 binding	TDP2 inh	SIAE inh	PRMT1 inh	HTRA1 inh	PG9 Ab binder
Cc1ccc(NC(=O)N2c3ccccc3SC2c2ccco2)c(C)c1 (stereo not given)	2	-6	4	0	1	-6	8	14	/	0.0
Cc1csc(NC(=O)c2ccc(COc3ccccc3)o2)n1	2	-2	2	-5	2	-3	5	2	-12	-0.9
C=CC[C@H](CC(=O)NCCO)C(=O)N[C@H](COC(=O)[C@@H](CC=C)Cc1ccc(F)cc1)C(C)(C)C	-5	-1	-8	2	1	0	6	-2	0	0.5
COc1ccccc1OCCC(=O)Nc1ccc2c(c1)OCO2	5	4	-2	-3	0	3	3	1	6	-0.3
COc1cccc(C2/C(=C(/O)c3ccc4c(c3)CC(C)O4)C(=O)C(=O)N2CCCn2ccnc2)c1 (stereo not given)	-3	3	-3	-2	-5	14	3	1	1	2.6
Cc1ccc(NC(=O)c2cc(S(=O)(=O)N3CCCCC3)c[nH]2)cc1C	-5	-6	-9	3	1	-4	-9	-4	1	-0.6
C/C(CC(=O)NC1CCCC1)=N\NC(=O)C1CCCCC1	0	3	-1	-2	0	-1	-3	0	-6	0.6
Cc1[nH]c(=O)[nH]c(=O)c1S(=O)(=O)Nc1ccc(Cl)c([N+](=O)[O-])c1	5	-2	-6	1	1	3	-5	-1	-3	-1.9
COc1ccc([N+](=O)[O-])cc1NC(=O)CC(c1ccccc1)c1ccccc1	-2	-16	1	1	0	-7	-21	-1	-42	-1.6
C=CCNC(=O)/C(=C/c1cccc([N+](=O)[O-])c1)NC(=O)c1ccccc1	7	4	6	-4	9	0	-2	0	-1	1.0
COc1ccc(NC(=O)CCn2nc(C)cc2C)cc1	1	-4	2	2	-2	0	7	1	3	-0.9
O=C(CN1CCN(c2ccc([N+](=O)[O-])cc2)CC1)Nc1nccs1	-5	-5	1	-1	0	-1	2	3	-3	0.0
COc1ccccc1Nc1ncccc1C(=O)O	-4	4	4	-2	9	-7	-1	2	6	0.2
Cc1cc(C)c(C)c(S(=O)(=O)N2CCN(C(=S)NCC3CCCO3)CC2)c1C (stereo not given)	4	-19	4	4	-3	14	3	-4	-6	-0.2
COc1ccc(C(=O)Nc2c3c(nn2C(C)(C)C)CS(=O)(=O)C3)cc1OC	8	-4	0	3	-2	-1	-4	-1	4	-1.7

Entries listed so far containing a COOH group, in the order listed:
SMILES	TCR CD3 inh	mABHD4 FP	Tn7 DDE FP	LEDGF integ inh	UHRF1 binding	TDP2 inh	SIAE inh	PRMT1 inh	HTRA1 inh	PG9 Ab binder
CCCc1cc(=O)oc2cc(OCC(=O)NCC3CCC(C(=O)O)CC3)ccc12 (stereo not given)	-7	25	0	33*	-2	0	8	0	-3	1.5
COc1ccccc1Nc1ncccc1C(=O)O	-4	4	4	-2	9	-7	-1	2	6	0.2

Records listed above shown as hits in LEDGF integ inh:
SMILES	TCR CD3 inh	Tn7 DDE FP	LEDGF integ inh	UHRF1 binding	TDP2 inh	SIAE inh	PRMT1 inh	HTRA1 inh	PG9 Ab binder
CCCc1cc(=O)oc2cc(OCC(=O)NCC3CCC(C(=O)O)CC3)ccc12 (stereo not given)	-7	0	33*	-2	0	8	0	-3	1.5

Compound activity (PubChem)
